Assay outcomes deposited in PubChem BioAssay by several laboratories.
hcDAF12 agonist: activates DAF-12 receptor from parasite H. contortus; activation, % at 6.8 µM; HEK293 hcDAF-12 lit1-tk-luc reporter, luminescence; 0% DMSO, 100% Δ7-dafachronic acid; 1.4% of 370,000 active;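 active = activation above the mean of all tested compounds plus 3 SD, cut at about 5.5% in these data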;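 also: 100% = response to 3 µM Δ7-dafachronic acid high control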
PLC-beta3 inh: blocks human PLC-beta3 enzyme activity; Purified PLC-beta3, fluorogenic substrate, fluorescence; inhibition, % at 12.2 µM; 0.18% of 370,000 active; in the data active = inhibition above about 11%;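 also: 0% = median of compound wells on plate and 100% = full blocker control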
MBD2 DNA inh: inhibitors of human MBD2 binding to methylated oligonucleotide; inhibition, % at 4.4 µM; 0.31% of 370,000 active; TR-FRET; AID 686964; Q9UBB5; in the data active = inhibition above about 13%
Target sequence (Q9UBB5 whole entry, looked up): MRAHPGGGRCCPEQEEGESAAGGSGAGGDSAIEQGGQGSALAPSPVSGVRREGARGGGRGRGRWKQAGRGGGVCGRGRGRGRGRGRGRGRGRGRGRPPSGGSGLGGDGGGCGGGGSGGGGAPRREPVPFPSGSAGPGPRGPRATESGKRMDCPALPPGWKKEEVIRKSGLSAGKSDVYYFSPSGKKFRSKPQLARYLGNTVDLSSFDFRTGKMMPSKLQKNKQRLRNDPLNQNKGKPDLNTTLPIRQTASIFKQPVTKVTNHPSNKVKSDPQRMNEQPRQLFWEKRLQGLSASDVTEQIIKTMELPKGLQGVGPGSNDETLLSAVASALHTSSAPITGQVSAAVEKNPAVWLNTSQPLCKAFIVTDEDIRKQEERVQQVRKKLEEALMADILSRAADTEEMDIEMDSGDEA
DAX1 inh-1: inhibitors of human orphan nuclear receptor DAX1 (NR0B1); HEK293 Gal4-DAX1 luciferase reporter, luminescence; AID 504766; 0.99% of 340,000 active; inhibition, % at 6.75 µM; P51843;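 active = inhibition above the mean over all tested compounds plus 3 SD, cut at about 4.2% in these data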;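 also: 0% = DAX1-transfected cells with DMSO and 100% = empty-vector control cells with DMSO; inhibition shows as a rise in luminescence from relieved DAX1 repression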
PLC-gamma1 inh: inhibitors of human phospholipase C gamma1 | AID 720700 | inhibition, % at 12.2 µM | 0.84% of 370,000 active | purified PLC-gamma1, fluorogenic substrate, fluorescence | P19174; in the data active = inhibition above about 9.5%
SMARCA2 act: SMARCA2 function activation, primary screen | MG213 cells, MMTV-luciferase reporter, dexamethasone, overnight | activation, % at 9.1 µM | 1% of 370,000 active | AID 652017; in the data active = activation above about 7.8%;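 also: 0% = vehicle wells and 100% = reference activator wells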
DAX1 inh-2: blocks DAX1 repression of SF-1 activated StAR promoter | 1.1% of 370,000 active | AID 652010 | HEK293T StAR-luciferase reporter, SF-1/DAX-1 repression relief | inhibition, % at 6.8 µM;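 active = inhibition above the mean over all tested compounds plus 3 SD, cut at about 3.6% in these data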;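 also: 0% = DAX-1 cells with DMSO and 100% = cells lacking DAX-1 with DMSO; higher inhibition means more luminescence from relief of DAX-1 repression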
ssDAF-12 act: activators of S. stercoralis DAF-12 nuclear receptor. 1% of 370,000 active. HEK293 ssDAF-12/GRIP1 lit1-tk-luc reporter, luminescence; % of 3 µM dafachronic acid response. AID 652126. activation, % at 6.8 µM;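 active = activation above the mean over all tested compounds plus 3 SD, cut at about 0.9% in these data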;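 also: 0% = DMSO-only wells and 100% = 3 µM delta7-dafachronic acid wells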
Rev-erbA mod: modulators of human Rev-erb alpha DNA binding. P20393. Rev-erbα–FITC-DNA binding, fluorescence polarization, 90 min. activity, % at 10 µM. 0.79% of 370,000 active;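 active = activity above about 14%, limit read from the data; passing the limit was not always enough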;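 also: 0% = DMSO wells with 35 nM protein and 100% = DMSO wells with 750 nM protein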
Target sequence (P20393 whole entry, looked up): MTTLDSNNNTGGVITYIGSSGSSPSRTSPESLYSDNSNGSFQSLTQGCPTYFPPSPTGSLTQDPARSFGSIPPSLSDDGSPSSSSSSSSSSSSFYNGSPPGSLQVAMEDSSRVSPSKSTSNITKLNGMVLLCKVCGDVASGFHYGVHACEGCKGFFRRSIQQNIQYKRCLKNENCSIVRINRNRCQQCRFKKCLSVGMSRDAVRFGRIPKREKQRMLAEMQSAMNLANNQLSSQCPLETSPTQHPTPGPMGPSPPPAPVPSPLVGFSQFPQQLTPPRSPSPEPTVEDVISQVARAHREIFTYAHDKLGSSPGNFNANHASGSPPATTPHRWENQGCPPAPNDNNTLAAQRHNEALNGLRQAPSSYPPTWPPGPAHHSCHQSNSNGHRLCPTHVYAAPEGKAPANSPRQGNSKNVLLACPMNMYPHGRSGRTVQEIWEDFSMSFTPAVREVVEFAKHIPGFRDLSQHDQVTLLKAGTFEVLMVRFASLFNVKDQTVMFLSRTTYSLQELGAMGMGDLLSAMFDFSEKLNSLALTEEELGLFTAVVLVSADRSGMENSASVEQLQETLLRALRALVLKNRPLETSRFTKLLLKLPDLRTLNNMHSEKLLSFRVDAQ
hgDAF12 agonist: agonists of H. glycines DAF-12 nuclear receptor | HEK293 GAL4-hgDAF12 UAS-luciferase reporter, agonist luminescence; normalized to butyrate control | activation, % at 6.8 µM | 1.8% of 370,000 active | AID 687014;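 active = activation above a cutoff set at the mean of all screened compounds plus 3 SD, cut at about 10% in these data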;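 also: 0% = DMSO wells and 100% = sodium butyrate wells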
ADAM17 inh: inhibits human ADAM17. AID 720648. P78536. recombinant ADAM17, EDANS/DABCYL FRET peptide cleavage. inhibition, % at 6.95 µM. 0.83% of 370,000 active;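 active = inhibition above the mean of compounds lying between control limits plus 3 SD, set per campaign, cut at about 8.5% in these data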;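 also: 0% = DMSO-only wells as the low control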
* marks the source's active call; other numbers are inactive results; i = inactive; . = not tested or not shown.

SMILES	hcDAF12 agonist	PLC-beta3 inh	MBD2 DNA inh	DAX1 inh-1	PLC-gamma1 inh	SMARCA2 act	DAX1 inh-2	ssDAF-12 act	Rev-erbA mod	hgDAF12 agonist	ADAM17 inh
COC(=O)/C(C#N)=C/c1c(Oc2cccc(C)c2C)nc2ccccn2c1=O	0.6	-14	5	-0.3	-2	-2	0.0	-1.2	-5	2.5	-3
CC(=O)c1c(C)[nH]c(C(=O)OCC(=O)Nc2c(C)n(C)n(-c3ccccc3)c2=O)c1C	1.4	0	-7	-0.2	2	3	-1.7	-1.2	1	0.0	4
CCOC(CCNC(=O)c1cc(-c2cccs2)nc2ccccc12)OCC	-1.9	i	-2	-1.9	i	-5	-1.4	-1.4	-3	-7.1	i
CN(C)c1ccc(P(=O)(OC2CCCCC2)C(O)c2ccncc2)cc1 (stereo unspecified)	-0.9	-7	3	1.3	-5	-5	0.2	-1.7	-1	0.5	-5
CCNC(=O)COC(=O)C1CCN(S(=O)(=O)c2ccc3c(c2)OCCO3)CC1	1.8	-4	3	0.9	10*	-2	0.8	-0.5	0	-0.8	1
CC1=CCC(Cc2nc3ccccc3o2)C1(C)C (stereo unspecified)	-2.2	4	-1	3.7	4	-2	-0.2	-1.3	8	-1.8	-1
COc1cc(C(=O)NCCNC(=O)c2cc(OC)c(C)c(OC)c2)cc(OC)c1C	-0.8	-12	6	1.4	-1	-2	0.3	-1.2	-1	-1.5	-2
CCOc1cc(/C=C(/NC(C)=O)C(=O)O)cc(Cl)c1OCc1cccc(Br)c1	-0.6	-10	1	1.9	0	1	0.5	-1.5	-9	1.1	-4
Cc1cccc(Cl)c1NC(=S)NCCc1ccccn1	0.7	-4	0	3.0	0	0	-0.1	-0.8	-2	1.1	-1
COc1ccc(C(=O)NC(=S)Nc2cccnc2)cc1Cl	0.5	-5	4	-1.1	2	0	0.2	-0.6	-2	-1.2	3
C/C(N)=C(/C#N)C(=O)COC(=O)Cc1coc2ccc3ccccc3c12	0.2	-14	1	-0.7	-6	-2	-0.8	-1.5	2	0.7	-7
CSc1cc(-c2ccc(Cl)cc2)c(C(=O)N2CCCC2)s1	-1.4	2	-2	0.1	-1	0	-0.9	-1.7	4	-1.5	-5
CCOP(=O)(OCC)C(NC(C)=O)C(=O)c1ccccc1 (stereo unspecified)	1.0	2	2	0.8	0	-3	-0.6	-0.8	-2	0.0	-2
CSc1ccccc1C(=O)N1CCC(CCC(=O)NC2CC2)CC1	1.3	-3	2	1.3	-1	-3	-0.1	-1.2	-7	-0.4	1
COc1ccc(-c2cn[nH]c2-c2ccc(OCC(=O)NN)cc2O)cc1OC	-1.2	-4	1	-1.9	0	1	-0.2	-0.9	3	1.8	2
COc1ccc(N2CCN(C(=O)CCNC(=O)c3ccc(C(C)(C)C)cc3)CC2)cc1	-1.9	-19	-2	-1.9	0	-3	-0.6	-1.7	-1	-2.3	0
CC1(c2ccccc2)NC(=O)N(CC(=O)NNC(=O)c2ccccc2F)C1=O (stereo unspecified)	0.0	4	-3	0.9	6	-2	0.9	-0.6	2	-1.5	0
Cc1nnc(N/N=C/C2CC=CCC2)[nH]c1=O (stereo unspecified)	0.1	-13	1	1.4	-13	1	-0.2	-0.9	0	1.6	-2
Cc1ccc(CCNC(=O)CS(=O)Cc2nc(-c3cccs3)oc2C)cc1 (stereo unspecified)	-0.7	-4	2	1.4	-6	1	-0.2	-1.3	-1	0.8	-4
CCCCOc1cccc(/C=C(\C#N)C(=O)NC2CC2)c1	-1.8	-6	-1	0.4	-3	-1	-0.5	-0.2	-7	0.0	-3

Entries of single compounds as entered above:
CCCCOc1cccc(/C=C(\C#N)C(=O)NC2CC2)c1 is listed as hcDAF12 agonist = -1.8; PLC-beta3 inh = -6; MBD2 DNA inh = -1; DAX1 inh-1 = 0.4; PLC-gamma1 inh = -3; SMARCA2 act = -1; DAX1 inh-2 = -0.5; ssDAF-12 act = -0.2; Rev-erbA mod = -7; hgDAF12 agonist = 0.0; ADAM17 inh = -3
CSc1cc(-c2ccc(Cl)cc2)c(C(=O)N2CCCC2)s1 is listed as hcDAF12 agonist = -1.4; PLC-beta3 inh = 2; MBD2 DNA inh = -2; DAX1 inh-1 = 0.1; PLC-gamma1 inh = -1; SMARCA2 act = 0; DAX1 inh-2 = -0.9; ssDAF-12 act = -1.7; Rev-erbA mod = 4; hgDAF12 agonist = -1.5; ADAM17 inh = -5

The results go on:
SMILES	hcDAF12 agonist	PLC-beta3 inh	MBD2 DNA inh	DAX1 inh-1	PLC-gamma1 inh	SMARCA2 act	DAX1 inh-2	ssDAF-12 act	Rev-erbA mod	hgDAF12 agonist	ADAM17 inh
O=C(Nc1ccc(F)cc1F)Nc1csc2ccccc12	0.8	-9	0	.	-3	-3	0.8	0.1	-7	0.8	3
Cc1cccc(C(=O)Nc2ccc(S(=O)(=O)Nc3nc(C)cc(C)n3)cc2)c1	-1.0	-5	2	1.4	-2	-3	0.2	-1.1	-9	-3.5	-6
CNC(=O)NC(=O)COC(=O)/C=C/c1cccc(Br)c1	-0.2	1	-3	2.3	1	-3	0.5	-0.7	3	1.4	5
Cc1[nH]c2ccccc2c1C(=O)CN1CCCC1	0.1	-5	4	0.3	-6	-1	0.0	-1.0	1	2.0	-4
O=C1c2ccccc2C(=O)C1c1nccc2ccccc12	27*	6	2	2.0	5	6	3.0	4.0*	-27	18*	1
CCOC(=O)CNC(=O)CSc1nc(N)cc(N)n1	-0.4	0	-9	0.6	1	-5	0.0	-0.5	-3	0.8	3
CCSc1nnc(SCC(=O)NC2CCCCC2)s1	0.0	-3	0	-0.1	2	-1	-0.5	-1.3	1	0.2	-7
Cc1ccc(NC(=O)CN2C(=O)COc3ccc(S(=O)(=O)N4CCCC4)cc32)cc1C	-2.6	-8	-1	0.6	2	-1	-0.6	-2.0	9	-2.5	-5
CCN(CC)c1ccc(-c2n[nH]c(=S)n2-c2ccccc2C)cc1	-0.7	-72	2	2.4	-43	-2	-1.1	-1.2	6	1.4	-18
O=C(c1ccc2c(c1)OCCO2)C1CCN(C(=O)Nc2ccccc2F)CC1	-1.6	-10	-5	0.1	-3	-3	0.2	-0.8	-5	-0.6	-7
OC(CN1CCN(c2ccccc2F)CC1)c1ccc(F)cc1 (stereo unspecified)	0.8	-5	3	1.3	0	-3	0.0	-0.9	1	-0.6	-3
COc1ccc(OCc2cn(CC(=O)c3ccc(O)cc3)nn2)cc1	0.2	0	12	-0.5	2	-2	-2.0	-0.2	-4	2.6	0
COc1ccc(OC)c(NC(=O)COC(=O)CN2C(=O)NC3(CCCC3)C2=O)c1	0.1	3	2	0.5	-1	-2	0.6	-0.9	3	-1.7	-4
CC1CC(C)CN(C(=O)C(C)N2CCN(S(=O)(=O)c3ccccc3F)CC2)C1 (stereo unspecified)	-0.7	3	1	-0.1	1	-2	-1.3	-1.4	3	0.9	-1
CCOC(=O)[C@H]1[C@H]2COc3ccc(Br)cc3[C@@H]2N2C(=O)c3ccc(Cl)cc3NC(=O)[C@@]12C	-0.1	1	3	4.0	-2	-1	0.1	-0.9	-3	-0.3	-1
CCC(C)[C@H](NC(=O)[C@@H]1Cc2c([nH]c3ccccc23)C2c3ccccc3C(=O)N21)C(=O)N1CCC[C@@H]1C(=O)O (stereo partly specified)	3.4	-62	5	0.7	-40	-1	0.8	-1.2	-6	-0.6	-26
CN(Cc1ccccc1)C(=O)[C@@H]1CCCN1C(=O)[C@@H]1CCCN1C(=O)c1ccc(Cl)cc1	1.3	0	-2	.	3	1	-0.6	-0.8	-2	0.7	-1
Cn1c(=O)c2c(nc(N3CCCCC3)n2CCNC2=NCCC2)n(C)c1=O	-0.9	2	-2	0.3	-2	-1	-0.2	-1.2	0	1.5	-5
COc1ccc(NC(=O)c2ccc(NC(=O)C(C)C)cc2)c([N+](=O)[O-])c1	-1.1	-3	3	1.0	0	-4	0.1	-0.7	-1	-0.3	-6
CC(C)NC(=O)C(c1ccc(F)cc1)N(C(=O)CCC(=O)Nc1ccccn1)C1CCCC1 (stereo unspecified)	-1.4	-4	1	0.3	2	-2	-0.1	-1.0	-2	-0.8	-1
Cc1noc(C)c1C(=O)NCCc1ccc(S(N)(=O)=O)cc1	-0.4	-7	-1	0.3	-1	0	0.5	-1.0	3	1.8	1
CN(CCn1ccnc1)Cc1cn(Cc2ccccc2)nc1-c1ccc2c(c1)OCO2	-0.9	-6	-5	1.5	1	-3	-0.3	-1.0	-3	0.6	1
CCOCCn1c(-c2ccccc2)nc2ccccc21	-1.3	-2	1	.	1	-2	-0.5	-1.6	-1	0.1	-4
O=C1C=C(c2cccc(O)c2)C[C@@H](c2ccc(F)cc2)C1	-2.5	-4	5	-1.5	-7	1	0.0	-1.3	-6	5.9	-2
CCCCCCNCc1ccc(Br)cc1	-1.4	3	0	-0.5	1	-2	0.5	-1.9	-5	3.3	-5
O=C(NC1CCSc2ccccc21)c1ccccc1Cl (stereo unspecified)	-0.4	-10	1	0.4	0	0	0.0	0.4	1	1.2	1
CCc1ccc(C)[n+](CC(=O)c2cccs2)c1	0.1	-4	3	0.1	-3	0	-0.4	-0.8	0	-3.0	-4
O=C(COc1ccc(Cl)cc1Cl)Nc1ccccn1	-5.5	1	0	-5.3	1	-9	-4.2	-3.2	-4	-15	-2
O=C1CCCC(O)=C1C=Nc1ccc(O)cc1	-1.4	-5	-2	1.3	-2	1	-1.0	-0.9	8	-1.8	0
Cc1cc(C)cc(COc2ccc3c(C)c(CC(=O)O)c(=O)oc3c2C)c1	0.0	-11	-4	0.9	-8	-3	0.1	-1.5	-1	0.4	-49
O=C(Nc1nnc(CCN2CCCCC2)s1)c1ccccc1	-0.5	-4	2	-0.4	-2	-1	0.8	-1.1	-6	3.0	-5
CCC1CCCCN1S(=O)(=O)c1ccc(NC(=O)C2CCCO2)cc1 (stereo unspecified)	-0.6	-1	-1	0.4	2	-3	0.2	-0.6	6	0.1	0
CC1(CC(=O)N/N=C/c2ccc(-c3ccc(C(=O)O)cc3)o2)OCCO1	2.5	-42	1	0.2	-34	-1	-0.3	-1.1	4	0.6	-98
C=CCn1c(SCc2nc3sc(C(=O)O)c(C)c3c(=O)[nH]2)nnc1-c1ccccc1	4.0	-3	2	-1.0	-3	1	-0.7	-1.2	0	-3.4	-1
CCCOc1ccc(/C=C2\SC(N)=NC2=O)cc1OC	1.2	-34	1	-0.6	-28	3	0.1	-0.8	4	1.6	-6
Cn1c(=S)sc2ccc3ccccc3c21	-2.2	-4	0	2.6	-5	0	-0.9	-1.1	8	1.1	-1
O=S(=O)(NC12CC3CC(CC(C3)C1)C2)c1ccc(F)cc1	-1.4	3	1	-2.2	5	-3	0.7	-0.2	-1	-2.7	3
COc1cc(-c2ccc3oc(-c4ccsc4)cc(=O)c3c2)cc(OC)c1OC	-4.5	-43	1	-4.0	-25	-1	-1.6	-2.2	-2	-5.0	7
CN(Cc1ccccc1)c1ccc(N2C(=O)CCCC2=O)cc1[N+](=O)[O-]	-1.4	1	-1	-0.3	0	-2	-0.8	-1.4	2	0.3	-1
CN(Cc1cccc(F)c1)C(=O)CNS(=O)(=O)c1ccc2ccccc2c1	0.3	-10	-3	-0.1	-1	-2	-0.1	-0.3	9	-1.5	-4
C[C@H]1CC[C@]2(O[C@@H](CCO)C[C@@H](O)[C@@H]2O)O1	0.2	1	-2	2.3	-1	1	0.3	-1.6	6	2.4	-3
